Screening results: PubChem BioAssay, Johns Hopkins Ion Channel Center
hERG rescue – hERG rescue from dofetilide block, primary screen, cell-based, CHO-hERG, FluxOR thallium flux, dofetilide IC70. AID 1511, 2009. 310,000 compounds, 0.51% hits. activation (rescue from dofetilide block), less the hit threshold, % at 10 µM. dofetilide IC70 present. Voltage-gated inwardly rectifying potassium channel KCNH2 (Homo sapiens), Q12809;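 active means activation above the mean of controls blocked by dofetilide plus 5 SD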;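 further: thallium influx through hERG after potassium depolarization seen as dye fluorescence rise; in these data hits start at about 4.7%; inactives centre near -7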
ANO1 activ – TMEM16A chloride channel activators or potentiators, primary screen, cell-based, HTS; Anoctamin-1 (Mus musculus), Q8BHY3; HEK293 TMEM16A/YFP-H148Q/I152L, iodide quench fluorescence; stronger effect = lower value; B-score at 10 µM; 340,000 compounds, 0.3% hits; AID 623877, 2012;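 active means fluorescence-ratio B-score plate-corrected deviation score at least 3 library SD below zero, with starting fluorescence score within 5 deviations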;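 further: channel opened by trigger with iodide after compound preincubation; score built on the fluorescence ratio of max minus min over baseline; more negative score means more quench and so TMEM16A activation or potentiation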
RGS4 inh – RGS4 inhibitors, primary screen, cell-based, HEK293 M3R inducible RGS4, calcium flux | Regulator of G-protein signaling 4 (Homo sapiens), P49798 | Fluo-4 calcium flux; stronger effect = higher value; triggered by carbachol at its EC20 | 310,000 compounds, 0.45% hits | AID 463165, 2010 | B-score at 10 µM;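 active means B-score, a plate-corrected calcium signal, over three deviations above library mean, with baseline fluorescence within five deviations of library mean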;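 further: RGS4 expression induced by doxycycline in cells with stable M3 receptor; B-score is computed from the integrated fluorescence ratio over baseline after carbachol; higher B-score means a larger calcium signal and so more RGS4 inhibition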
KCNQ1 pot – potentiators or activators of KCNQ1 channel, primary screen, cell-based, thallium flux, high-throughput. Potassium voltage-gated channel subfamily KQT member 1 (Homo sapiens), P51787. CHO-K1 KCNQ1, thallium flux FluxOR fluorescence; stronger effect = higher value. AID 2648, 2010. 310,000 compounds, 0.35% hits. B-score at 10 µM;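 active means fluorescence ratio B-score, a plate-corrected score, at least three library SD, with initial intensity B-score within 5 SD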
Target sequence (P51787 whole entry, looked up): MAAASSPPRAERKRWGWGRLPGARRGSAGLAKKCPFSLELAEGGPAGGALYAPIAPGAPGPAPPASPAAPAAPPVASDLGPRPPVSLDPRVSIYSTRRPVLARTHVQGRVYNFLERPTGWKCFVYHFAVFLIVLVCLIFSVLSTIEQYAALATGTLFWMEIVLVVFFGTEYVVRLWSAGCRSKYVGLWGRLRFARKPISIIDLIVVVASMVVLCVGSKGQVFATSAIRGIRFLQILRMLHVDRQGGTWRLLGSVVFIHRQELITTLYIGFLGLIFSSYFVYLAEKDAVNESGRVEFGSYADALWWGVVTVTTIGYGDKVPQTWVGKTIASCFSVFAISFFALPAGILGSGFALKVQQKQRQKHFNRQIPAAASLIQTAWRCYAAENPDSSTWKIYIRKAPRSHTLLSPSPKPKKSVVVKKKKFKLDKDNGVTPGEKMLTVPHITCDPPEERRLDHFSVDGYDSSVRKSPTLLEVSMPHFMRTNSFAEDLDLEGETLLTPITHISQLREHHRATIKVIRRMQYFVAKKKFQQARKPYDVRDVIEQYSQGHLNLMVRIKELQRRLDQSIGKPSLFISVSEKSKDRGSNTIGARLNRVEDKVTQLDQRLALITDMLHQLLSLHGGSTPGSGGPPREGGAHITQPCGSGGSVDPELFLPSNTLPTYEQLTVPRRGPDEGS
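Material: CHO-K1 cells stably expressing KCNQ1. Medium: assay buffer for compound exposure, DMSO matched across wells. Reagent: K+/Tl+ depolarizing stimulus. Compound dosing: single-concentration screen. Times: 37 °C overnight plating, 90-min dark dye load, 20-min compound pretreatment. Technique: FluxOR Tl+ flux fluorescence.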
MrgX1 ag – agonists of human MrgX1 receptor, primary screen, HEK293 cells, Fluo-4 calcium flux | Mas-related G-protein coupled receptor member X1 (Homo sapiens), Q96LB2 | Fluo-4 calcium fluorescence, agonist mode; stronger effect = higher value | B-score at 10 µM | 310,000 compounds, 0.44% hits;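 active means calcium response B-score plate-corrected fluorescence ratio at least 3 library SD, with starting fluorescence B-score inside 5 SD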
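Test system: Stable human MrgX1 HEK293 cell line | Schedule: Overnight plating before 1 h dye loading | Read-out basis: Baseline-normalised fluorescence change ratio, B-scored | Detection: Kinetic calcium dye fluorescence, Fluo-4 NW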
KCNQ1 inh – inhibitors of human KCNQ1 channel, primary screen, cell-based, thallium flux, high-throughput; AID 2642, 2010; 310,000 compounds, 1.3% hits; CHO-K1 KCNQ1, FluxOR thallium flux fluorescence; stronger effect = higher value; B-score at 10 µM; Potassium voltage-gated channel subfamily KQT member 1 (Homo sapiens), P51787;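 active means compounds whose thallium flux B-score, printed positive for inhibition, exceeds three library SD while starting fluorescence stays within three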;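 further: channel opened by potassium depolarization with thallium stimulus after 20 min compound exposure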
RGS4 act – RGS4 potentiators or activators, primary screen, cell-based, HEK293 M3R inducible RGS4, calcium flux. carbachol calcium flux Fluo4; stronger effect = lower value. B-score at 10 µM. 310,000 compounds, 0.92% hits;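 active means B-score of the integrated calcium signal more than 4 SD below the library mean, with starting fluorescence not abnormally high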;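 further: negative B-score means reduced calcium response which marks RGS4 activation or potentiation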
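Test system: HEK293 cells with stable M3R and inducible RGS4; also added: carbachol at ECmax as muscarinic agonist stimulus; schedule: dye loading 30 min 37 °C, buffer rest 30 min RT; technique: kinetic calcium fluorescence imaging with Fluo4-AM dye, 2 µM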
KCNK3 inh – human KCNK3 channel inhibitors, primary screen, CHO cells, FluxOR thallium flux, B-score; B-score at 10 µM; AID 602410, 2012; 340,000 compounds, 0.84% hits; FluxOR fluorescence; stronger effect = lower value;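 active means B-score under library mean minus 4 SD, starting fluorescence ratio at most library mean plus 5 SD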;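 further: more negative B-score means stronger inhibition of thallium flux through KCNK3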
Target sequence (O14649 whole entry, looked up): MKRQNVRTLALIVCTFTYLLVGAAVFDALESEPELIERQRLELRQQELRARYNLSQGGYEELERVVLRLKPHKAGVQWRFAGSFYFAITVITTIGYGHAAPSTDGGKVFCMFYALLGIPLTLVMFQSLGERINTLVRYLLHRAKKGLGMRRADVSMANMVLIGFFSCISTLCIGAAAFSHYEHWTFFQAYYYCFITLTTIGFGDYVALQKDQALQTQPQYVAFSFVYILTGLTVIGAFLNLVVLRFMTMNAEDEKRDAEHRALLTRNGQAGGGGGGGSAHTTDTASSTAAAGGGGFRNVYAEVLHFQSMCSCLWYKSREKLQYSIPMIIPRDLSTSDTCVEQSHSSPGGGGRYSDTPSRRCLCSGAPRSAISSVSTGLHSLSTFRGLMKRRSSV
TMEM16A inh – TMEM16A chloride channel inhibitors, primary screen, cell-based, HTS; Anoctamin-1 (Mus musculus), Q8BHY3; HEK293 TMEM16A/YFP iodide influx fluorescence, ionomycin; normalized B-score (activity score, 25-100; higher = stronger inhibition) at 10 µM; 310,000 compounds, 1.2% hits;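 active means ratio plate-corrected score three or more library SD toward inhibition, starting fluorescence score within five deviations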;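 further: score derived from kinetic fluorescence span divided by baseline fluorescence per well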
KCNK9 inh – KCNK9 potassium channel inhibitors, primary screen, HEK293 cells, thallium flux. Potassium channel subfamily K member 9 (Homo sapiens), Q9NPC2. FluxOR thallium flux fluorescence; stronger effect = lower value. B-score at 10 µM. 310,000 compounds, 1.2% hits. AID 488922, 2010;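 active means ratio B-score over 3 SD below the library mean, with starting fluorescence within 5 SD of its mean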;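 further: negative B-score means less thallium flux so channel inhibition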
MrgX1 PAM – positive allosteric modulators of MrgX1, primary screen, HEK293 cells, Fluo-4 calcium flux; AID 588675, 2011; 310,000 compounds, 0.63% hits; FDSS; stronger effect = higher value; B-score at 10 µM; Mas-related G-protein coupled receptor member X1 (Homo sapiens), Q96LB2;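 active means plate-corrected calcium response at least 3 library SD above typical, normal starting fluorescence, not activating the receptor alone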;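 further: compound read alongside a low EC10 to EC30 dose of BAM8-22 agonist; peak minus trough fluorescence over baseline measured at the second addition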
Active calls of the source: *; i = inactive; nt = not tested or not shown.

SMILES | hERG rescue | ANO1 activ | RGS4 inh | KCNQ1 pot | MrgX1 ag | KCNQ1 inh | RGS4 act | KCNK3 inh | TMEM16A inh | KCNK9 inh | MrgX1 PAM
COc1ccc([C@H]2/C=C\CN(C(=O)C3CCCC3)[C@@H](C)C(=O)N2Cc2ccc(F)cc2)cc1 | -13 | i | i | i | i | i | i | i | i | i | i
Nc1cc([N+](=O)[O-])ccc1O | -9 | i | i | i | i | i | i | i | i | i | i
CC(NC(=O)CN1CCc2ccccc21)c1ccccc1 (centres undefined) | -9 | i | i | i | i | i | i | i | i | i | i
Cc1c(C(=O)N(C)C2CCCCC2)sc2ncnc(N3CCN(c4ccccc4F)CC3)c12 | -7 | i | i | i | i | i | i | i | i | i | i
Cc1cc(Nc2ccc(N3CCOCC3)cc2)c2cccc(C)c2n1 | -7 | i | i | i | i | i | i | i | i | i | i
CC(C)(C)OC(=O)NCCc1nnc(SCc2c(Cl)cccc2Cl)o1 | -12 | i | i | i | i | i | i | i | i | i | i
Cc1ccc(NC(=O)N2CCC(NC(=O)c3cccc(F)c3)CC2)cc1 | -3 | i | i | i | i | i | i | i | i | i | i
CCc1nnc(NC(=O)CSc2nnc(CCc3nc4ccccc4[nH]3)n2C)s1 | -5 | i | i | i | i | i | i | i | i | i | i
CCOC(=O)C1CCN(C(=O)COC(=O)C2CCN(S(=O)(=O)c3ccc4c(c3)OCCO4)CC2)CC1 | -9 | i | i | i | i | i | i | i | i | i | i
CCOC(=O)c1ccc(NC(=O)COc2ccc(CNC3CCCCC3)cc2OC)cc1 | -20 | i | i | i | i | i | -7.5* | i | i | i | i
COc1ccccc1OCCCCCCN1CCN(C)CC1 | 0 | i | i | i | i | i | i | i | i | i | i
COc1cc2c(cc1OC)C(NC(=O)C(F)(F)F)CNC2=O (centres undefined) | -6 | i | i | i | i | i | i | i | i | i | i
Cc1cc(NC(=O)CCCn2nc([N+](=O)[O-])cc2C)no1 | -7 | i | i | i | i | i | i | i | i | i | i
COc1ccc(C)cc1NC(=O)CCC(=O)Nc1ccc2nc(N3CCN(C)CC3)cc(C)c2c1 | -6 | nt | i | i | i | i | i | nt | i | i | i
CCCc1cc(=O)[nH]c(=S)[nH]1 | -5 | i | i | i | i | i | i | i | i | i | i
CCC(CC)NC(=O)Nc1ccc(F)cc1F | -12 | i | i | i | i | i | i | i | i | i | i
Cc1ccc(C(=O)Nc2ccccc2C(N)=O)o1 | -6 | i | i | i | i | i | i | i | i | i | i
COc1ccc(C(C#N)c2ccc(=O)[nH]n2)cc1 (centres undefined) | -3 | i | i | i | i | i | i | i | i | i | i
COc1ccc(NC(=O)CSc2nnc(-c3ccccc3)n2Cc2ccco2)cc1OC | -14 | i | i | i | i | i | i | i | i | i | i
COC(=O)c1ccc(/C=C2\Oc3ccccc3NC2=O)cc1 | -2 | i | i | i | i | i | i | i | i | i | i
COc1ccc(CNC(=O)C2=CC(c3ccc(C)cc3)=NS(=O)(=O)N2C)cc1 | -8 | i | i | i | i | i | i | i | i | i | i
FC(F)(F)c1cccc(NCc2cn3cccnc3n2)c1 | -9 | i | i | i | i | i | i | i | i | i | i
CCCCn1c(N)c(N(Cc2ccccc2OC)C(=O)CC2OC(=O)c3ccccc32)c(=O)[nH]c1=O (centres undefined) | -7 | i | i | i | i | i | i | i | i | i | i
COc1ccccc1-n1c(=O)c(C#N)c(-c2ccc([N+](=O)[O-])cc2)c2cc(C(=O)c3cc(F)ccc3O)cnc21 | -8 | i | i | i | i | i | i | i | i | i | i
O=C(N/N=C/c1c[nH]c2ccccc12)c1cccc(Cl)c1 | -5 | i | i | i | i | i | i | i | i | i | i
CCOC(=O)CSCC(=O)Nc1cc(C)ccc1C | -3 | i | i | i | i | i | i | i | i | i | i
CC(C)(CCC(=S)N1CCOCC1)C1CCCCC1 | 3 | i | i | i | i | i | i | i | i | i | i
CCCCc1n[nH]c(=S)n1Cc1ccc(Cl)cc1 | -4 | i | i | i | i | i | i | i | i | -10* | i
O=S(=O)(c1ccc(F)c(F)c1F)N1CCN(C(=S)NCc2ccccc2)CC1 | -3 | i | i | i | i | i | i | i | i | i | i
C=CCn1sc(=N)c(C#N)c1N | -3 | i | i | i | i | i | i | i | i | i | i
CC(C)(C)c1ccc(C(=O)N2CCC(NC(=O)c3ccccc3)CC2)cc1 | -3 | i | i | i | i | i | i | i | i | i | i
C=CCn1c(SCC(=O)Nc2ccc(N3CCOCC3)cc2)nnc1-c1ccco1 | -6 | i | i | i | i | i | i | i | i | i | i
O=C(NN=C1C2CC3CC(C2)CC1C3)c1ccncc1 | -2 | i | i | i | i | i | i | i | i | i | i
O=C(CN1CCN(S(=O)(=O)N2CCCCCC2)CC1)Nc1ccc(F)cc1 | -5 | i | i | i | i | i | i | i | i | i | i
CCCCOC(=O)c1c(C)oc2ccc(NS(=O)(=O)c3ccc4c5c(cccc35)C(=O)N4)cc12 | -10 | i | i | i | i | i | i | i | i | i | i
Cc1[nH]c2c(C)cccc2c(=O)c1CN1CCCCCC1 | -1 | i | i | i | i | i | i | i | i | i | i
CCn1nnc(NC(=O)c2cc(Cl)c(OC)c(Cl)c2)n1 | -6 | i | i | i | i | i | i | i | i | i | i
Cc1sc2ncnc(Sc3nnnn3-c3ccccc3)c2c1C | -10 | i | i | i | i | i | i | i | i | i | i
c1ccc2c3c(cc(N4CCOCC4)c2c1)OC1(N2CCOCC2)CCCCC1O3 (centres undefined) | -10 | i | i | i | i | i | i | i | i | i | i
O=C(CN1C(=O)CCC1=O)Nc1nc2c(F)cc(F)cc2s1 | -12 | i | i | i | i | i | i | i | i | i | i
Cc1ccc(C2NCCS2)cc1 (centres undefined) | -6 | i | i | i | i | i | i | i | i | i | i
O=C(CCc1cccc(Cl)c1)NC1CCCN(Cc2ccccc2F)C1 (centres undefined) | 0 | i | i | i | i | i | i | i | i | i | i
COc1cccc(C(=O)Nc2cccc3c2ccc2cccn23)c1 | -1 | i | i | i | i | i | i | i | i | i | i
CCOC(=O)N1CCN(C(=O)CCCCCn2c(=S)[nH]c3ccsc3c2=O)CC1 | -13 | i | i | i | i | i | i | i | i | i | i
C=CCc1c(C)nc(C)nc1N/N=C/c1ccccc1 | -5 | i | i | i | i | i | i | i | i | i | i
O=C1c2ccccc2NC2(CCCC2)N1NS(=O)(=O)c1ccccc1 | -11 | i | i | i | i | i | i | i | i | i | i
Cc1ccccc1Cn1ccc(NC(=O)c2cnn3c2NC(c2ccccc2)CC3C(F)(F)F)n1 (centres undefined) | -14 | i | i | i | i | i | i | i | 25* | i | i
CCOC(=O)c1ccc(N2C(=O)CC(N3CCOCC3)C2=O)cc1 (centres undefined) | 1 | i | i | i | i | i | i | i | i | i | i
COc1ccc(-c2csc(Nc3ncccc3C)n2)cc1OC | -3 | i | i | i | i | i | i | i | i | i | i
O=C(CSc1nnc(COc2ccccc2Cl)o1)NC(=O)NCc1ccco1 | -4 | i | i | i | i | i | i | i | i | i | i

Going on with the list.
SMILES | hERG rescue | ANO1 activ | RGS4 inh | KCNQ1 pot | MrgX1 ag | KCNQ1 inh | RGS4 act | KCNK3 inh | TMEM16A inh | KCNK9 inh | MrgX1 PAM
O=C(CNC(c1ccccc1)c1ccccc1)Nc1ccccc1-c1ccccc1 | -14 | i | i | i | i | i | i | i | i | -12* | i
CCOC(=O)CC1C(=O)NCCN1C(=S)Nc1ccccc1 (centres undefined) | -8 | i | i | i | i | i | i | i | i | i | i
COc1ccc(-c2nc3n(n2)C(c2ccncc2)C(C(N)=O)=C(C)N3)cc1 (centres undefined) | -13 | i | i | i | i | i | i | i | i | i | i
CCn1c(SCc2cccc(F)c2)nc2c(c1=O)SCC2 | -11 | i | i | i | i | i | i | i | i | i | i
CCOc1ccc(-n2c(SCC(=O)Nc3ccc(C(=O)O)cc3)nc3ccccc3c2=O)cc1 | -11 | i | i | i | i | i | i | i | i | i | i
Cc1cc(/C=N/NC(=O)Cn2c3ccccc3c(=O)c3ccccc32)c(C)n1-c1ccccc1 | -1 | i | i | i | i | i | i | i | i | i | i
CCOc1ccc(NC(=O)CC2NCCNC2=O)cc1 (centres undefined) | -4 | i | i | i | i | i | i | i | i | i | i
CCCC(=O)Oc1ccc(C2NC(=O)c3ccccc3O2)cc1OC (centres undefined) | -2 | i | i | i | i | i | i | i | i | i | i
O=C(CSc1ccccc1)N1CCc2ccccc21 | -7 | i | i | i | i | i | i | i | i | i | i
CCSC1=NCCN1C(=O)c1ccc(S(=O)(=O)N(CC)CC)cc1 | -1 | i | i | i | i | i | i | i | i | i | i
CC(=O)Nc1ccn(Cc2c(F)cccc2Cl)n1 | -10 | i | i | i | i | i | i | i | i | i | i
COc1ccc2oc(=O)c(N3C(=O)c4ccccc4C3=O)cc2c1 | -9 | i | i | i | i | i | i | i | i | i | i
Cc1c(C(=O)NC2CCOC2)oc2c(F)cccc12 (centres undefined) | -6 | i | i | i | i | i | i | i | i | i | i
COCCNC(=O)C(C(=O)c1ccc(F)cc1)n1cc(C)ccc1=O (centres undefined) | -2 | i | i | i | i | i | i | i | i | i | i
C=CCc1cccc(CNc2nc3ccccc3n2CCN2CCOCC2)c1O | -11 | i | i | i | i | i | i | i | i | i | i
COc1cccc(Cn2nc(C(=O)O)c3ccccc3c2=O)c1 | -8 | i | i | i | i | i | i | i | i | i | i
